TRPC4 block: blocks the mouse TRPC4 cation channel | 0.39% of 300,000 active | B-score at 10 µM | Q9QUQ5 | HEK293 TRPC4beta/mu-opioid, DAMGO-evoked Fluo4 calcium flux; stronger effect = lower value;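 active means B-score over 3 SD under the library average, no early fluorescence shift, positive overall ratio signal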
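Assay system: TRPC4beta/mu-opioid receptor HEK293 cell line; compound dosing: single concentration per test compound; detection: Fluo4 Ca2+ flux fluorescence; evaluation: per-well B score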
KCNQ1 inh: human KCNQ1 channel inhibition; P51787; CHO-K1 KCNQ1, FluxOR thallium flux fluorescence; stronger effect = higher value; B-score at 10 µM; 1.3% of 310,000 active;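 active means compounds whose thallium flux B-score, printed positive for inhibition, exceeds three library SD while starting fluorescence stays within three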;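 further: channel opened by potassium depolarization with thallium stimulus after 20 min compound exposure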
Target sequence (P51787 whole entry, looked up): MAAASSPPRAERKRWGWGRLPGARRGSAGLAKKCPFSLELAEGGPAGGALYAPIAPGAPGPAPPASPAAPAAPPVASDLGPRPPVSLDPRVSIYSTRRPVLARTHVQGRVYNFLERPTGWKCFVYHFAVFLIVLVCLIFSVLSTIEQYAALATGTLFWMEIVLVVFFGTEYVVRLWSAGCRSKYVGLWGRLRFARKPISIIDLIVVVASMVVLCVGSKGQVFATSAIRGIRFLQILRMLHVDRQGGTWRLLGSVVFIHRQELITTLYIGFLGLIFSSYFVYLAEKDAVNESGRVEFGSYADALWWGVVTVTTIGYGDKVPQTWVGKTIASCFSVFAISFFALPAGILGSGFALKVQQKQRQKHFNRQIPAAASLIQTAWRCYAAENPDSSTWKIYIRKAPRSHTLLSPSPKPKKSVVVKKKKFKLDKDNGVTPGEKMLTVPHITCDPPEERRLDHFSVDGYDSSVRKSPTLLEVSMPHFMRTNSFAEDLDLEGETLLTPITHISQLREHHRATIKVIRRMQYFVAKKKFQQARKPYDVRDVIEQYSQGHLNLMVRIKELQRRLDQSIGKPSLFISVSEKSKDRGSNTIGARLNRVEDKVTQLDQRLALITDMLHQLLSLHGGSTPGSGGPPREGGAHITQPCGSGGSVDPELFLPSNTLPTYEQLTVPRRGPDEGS
KCNK3 block: human KCNK3 channel inhibition, primary screen. O14649. 0.84% of 340,000 active. AID 602410. B-score at 10 µM. CHO-KCNK3 thallium flux, FluxOR fluorescence; stronger effect = lower value;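 active means B-score under library mean minus 4 SD, starting fluorescence ratio at most library mean plus 5 SD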;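 further: more negative B-score means stronger inhibition of thallium flux through KCNK3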
Target sequence (O14649 whole entry, looked up): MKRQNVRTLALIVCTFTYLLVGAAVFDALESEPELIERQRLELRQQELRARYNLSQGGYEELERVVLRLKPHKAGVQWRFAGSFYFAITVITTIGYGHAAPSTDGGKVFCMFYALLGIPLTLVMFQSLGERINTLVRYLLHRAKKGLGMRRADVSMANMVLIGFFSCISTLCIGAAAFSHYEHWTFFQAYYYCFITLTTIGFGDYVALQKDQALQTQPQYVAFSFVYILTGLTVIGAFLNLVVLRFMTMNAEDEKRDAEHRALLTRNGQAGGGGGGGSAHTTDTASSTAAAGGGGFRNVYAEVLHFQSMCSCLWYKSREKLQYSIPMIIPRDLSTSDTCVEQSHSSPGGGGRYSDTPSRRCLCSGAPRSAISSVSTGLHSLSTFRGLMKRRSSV
TRPC4 agonist: opens the mouse TRPC4 cation channel. Q9QUQ5. HEK293 TRPC4beta/mu-opioid, Fluo4 calcium fluorescence; stronger effect = higher value. B-score at 10 µM. 0.49% of 310,000 active;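 active means B-score above 5 SD of library B-scores, and initial fluorescence ratio not above library mean plus 5 SD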;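 further: positive B-score marks a calcium rise read as TRPC4 activation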
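Assay system – TRPC4beta and mu-opioid receptor HEK293 stable cells · Measured by – Fluo4 fluorescence, kinetic · Schedule – dye loading 45 min room temperature, 110 s kinetic read · Read-out – B-scored integrated calcium fluorescence ratio · Controls – buffer and maximal DAMGO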
TRPC4 potent: allosterically enhances the mouse TRPC4 cation channel | Q9QUQ5 | AID 2227 | 0.42% of 310,000 active | HEK293 TRPC4beta/mu-opioid, DAMGO EC20, Fluo-4 Ca2+ flux; stronger effect = higher value | B-score at 10 µM;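 active means B-score of calcium response area above 5 SD of library B-scores, with initial fluorescence ratio within 5 SD of library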;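 further: B-score of integrated fluorescence ratio over time as area under calcium response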
DYRK1A inh: Dyrk1A (rat) kinase inhibition | ADP-Glo luminescence, NFATc1 peptide | inhibition, % at 12.5 µM | 0.43% of 310,000 active | AID 504441; in the data active means inhibition above about 50%;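 further: plate controls were vehicle with enzyme for no effect and no enzyme for full effect; many of its hits are not listed in these tables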
KCNK9 inh: inhibitors of human KCNK9 two-pore domain potassium channel; HEK293 KCNK9, FluxOR thallium flux fluorescence; stronger effect = lower value; B-score at 10 µM; 1.2% of 310,000 active;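 active means ratio B-score over 3 SD below the library mean, with starting fluorescence within 5 SD of its mean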;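 further: negative B-score means less thallium flux so channel inhibition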
PolyA inh: blocks polyadenylation in yeast reporter cells; S. cerevisiae SKY197-pL101 polyadenylation reporter, beta-gal luminescence; efflux-impaired pdr1/pdr3 knockout yeast; score 100 = 6 SD above DMSO; calls only at 12 µM; 0.02% of 300,000 active;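 active means lowest replicate activity score at least 50, where 100 means six control SD above control mean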;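 further: yeast exposed to compound for 9 h at 30 °C; higher score means more reporter readthrough which indicates perturbed polyadenylation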
KCNQ1 pot: potentiators or activators of human KCNQ1 potassium channel; CHO-K1 KCNQ1, thallium flux FluxOR fluorescence; stronger effect = higher value; B-score at 10 µM; 0.35% of 310,000 active; AID 2648;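 active means fluorescence ratio B-score, a plate-corrected score, at least three library SD, with initial intensity B-score within 5 SD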
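Assay system: CHO-K1 cells stably expressing KCNQ1; Medium: assay buffer with matched DMSO; Also added: K+/Tl+ depolarizing stimulus; Dosing: single dose; Timing: dye 90 min, compound 20 min, room temperature; Measured by: kinetic FluxOR thallium fluorescence, 10-s 1-Hz baseline, 110-s post-stimulus read; Read-out: peak-minus-minimum fluorescence over initial fluorescence, negative-control normalized, B-scored.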
hERG protect: shields human hERG channel from block by proarrhythmic agents. activation (rescue from dofetilide block), less the hit threshold, % at 10 µM. CHO-hERG, FluxOR thallium flux, dofetilide IC70 present. Q12809. 0.51% of 310,000 active;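 active means activation above the mean of controls blocked by dofetilide plus 5 SD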;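 further: thallium influx through hERG after potassium depolarization seen as dye fluorescence rise; in these data hits start at about 4.7%; inactives centre near -7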
Platelet DG rel: platelet dense granule release activity. human platelet-rich plasma, SFLLRN dense granule ATP release, luminescence. inhibition, %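 (compounds screened at 7.5 µM in platelet-rich plasma)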. 0.22% of 300,000 active;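 active means mean replicate score, as percent of positive control, at or above 50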
An asterisk follows results filed as active; i = inactive; / = no result given.

Keys – A = TRPC4 block; B = KCNQ1 inh; C = KCNK3 block; D = TRPC4 agonist; E = TRPC4 potent; F = DYRK1A inh; G = KCNK9 inh; H = PolyA inh; I = KCNQ1 pot; J = hERG protect; K = Platelet DG rel
Cc1ccc(S(=O)(=O)N2CCOC2CNC(=O)C(=O)NCCN(C)C)cc1 (stereo not given)
  A = i	B = i	C = i	D = i	E = i	F = /	G = i	H = i	I = i	J = -4	K = 4
Cn1c(=O)cc(OCCCC(=O)N2CCCCC2)c2ccccc21
  A = i	B = i	C = i	D = i	E = i	F = -1	G = i	H = i	I = i	J = -15	K = -1
CCOC(=O)C1=C(O)C(=O)N(c2ccc(S(N)(=O)=O)cc2)C1c1cccc([N+](=O)[O-])c1 (stereo not given)
  A = i	B = i	C = i	D = i	E = i	F = -6	G = i	H = i	I = i	J = -6	K = 0
O=C(O)CP(=O)(O)O
  A = i	B = i	C = i	D = i	E = i	F = -10	G = i	H = i	I = i	J = -3	K = 6
COc1ccc(OC)c(S(=O)(=O)N2CCCC(C(=O)N3CCCCCC3)C2)c1 (stereo not given)
  A = i	B = i	C = i	D = i	E = i	F = -2	G = i	H = i	I = i	J = -12	K = -1
O=C(CN1CCC(n2nnc3cc(F)ccc32)CC1)NCCc1ccccc1
  A = i	B = i	C = i	D = i	E = i	F = -9	G = i	H = i	I = i	J = -6	K = -17
O=C(CSc1nc(O)cc(=O)[nH]1)N1c2ccccc2Sc2ccccc21
  A = i	B = i	C = i	D = i	E = i	F = 3	G = i	H = i	I = i	J = -9	K = -2
O=C(CCCn1c(=S)[nH]c2ccccc2c1=O)N1CCCCC1
  A = i	B = i	C = i	D = i	E = i	F = 3	G = i	H = i	I = i	J = -16	K = -9
CCCSc1nc2cc(S(=O)(=O)N3CCOCC3)ccc2n1CC
  A = i	B = i	C = i	D = i	E = i	F = 5	G = i	H = i	I = i	J = -15	K = 46
Cc1cccc(NC(=O)CCC(=O)Nc2nnc(C3CCCCC3)s2)c1
  A = i	B = i	C = i	D = i	E = i	F = 1	G = i	H = i	I = i	J = -6	K = -6
CCOC(=O)c1ccc(N2Cc3ccccc3C2)cc1O
  A = i	B = i	C = i	D = i	E = i	F = -3	G = i	H = i	I = i	J = -9	K = -1
COc1ccc(CNC(=O)CN2CCC(NC(=O)c3ccc(OC)cc3)CC2)cc1
  A = i	B = i	C = i	D = i	E = i	F = -1	G = i	H = i	I = i	J = -7	K = -1
O=C(NC1CCC1)C1CCC(=O)N(Cc2ccccc2F)C1 (stereo not given)
  A = i	B = i	C = i	D = i	E = i	F = -5	G = i	H = i	I = i	J = -7	K = -18
Cc1cc(C(=O)COC(=O)Cn2cnc3c2c(=O)n(C)c(=O)n3C)c(C)n1C
  A = i	B = i	C = i	D = i	E = i	F = 2	G = i	H = i	I = i	J = -7	K = -4
CC(=O)Nc1ccc2sccc2c1
  A = i	B = i	C = i	D = i	E = i	F = /	G = i	H = i	I = i	J = -4	K = -3

Keys – A = TRPC4 block; B = KCNQ1 inh; C = KCNK3 block; D = TRPC4 agonist; E = TRPC4 potent; F = DYRK1A inh; G = KCNK9 inh; H = PolyA inh; I = KCNQ1 pot; J = hERG protect; K = Platelet DG rel
O=c1[nH]nc(SCc2ccccc2Cl)n1-c1ccc2c(c1)OCCO2
  A = i	B = i	C = i	D = i	E = i	F = 7	G = i	H = i	I = i	J = -2	K = -11
CCOC(=O)C(C)Sc1ncnc2c1nnn2-c1ccc(F)cc1 (stereo not given)
  A = i	B = i	C = i	D = i	E = i	F = -3	G = i	H = i	I = i	J = -3	K = 3
CC1CCc2[nH]c3ccc(C(=O)Nc4ccc(C(=O)N(C)C)cc4)cc3c2C1 (stereo not given)
  A = i	B = i	C = i	D = i	E = i	F = -10	G = i	H = i	I = i	J = -7	K = 1
Cc1ccc(S(=O)(=O)c2nc(S(=O)(=O)c3ccccc3)sc2N2CCN(CCO)CC2)cc1
  A = i	B = i	C = i	D = i	E = i	F = -2	G = i	H = i	I = i	J = -11	K = 2
COC(=O)c1c(N2C(=O)[C@H]3[C@@H](C2=O)[C@]2(C(=O)Nc4c(C)cccc42)N2CCC[C@@H]32)sc(C)c1C
  A = i	B = i	C = i	D = i	E = i	F = 4	G = i	H = i	I = i	J = -8	K = 6
S=C(NCCc1ccccc1)N1CCN(Cc2ccccc2)CC1
  A = i	B = i	C = i	D = i	E = i	F = /	G = i	H = i	I = i	J = -9	K = 1
CCC(Sc1nnnn1-c1ccccc1)C(=O)Nc1nc2ccccc2s1 (stereo not given)
  A = i	B = i	C = i	D = i	E = i	F = 6	G = i	H = i	I = i	J = -14	K = -4
CC(=O)Nc1ccc(S(=O)(=O)Oc2ccccc2N2C(=O)C3C4CCC(C4)C3C2=O)cc1 (stereo not given)
  A = i	B = i	C = i	D = i	E = i	F = 2	G = i	H = i	I = i	J = -9	K = 30
NNC(=O)c1cccn(Cc2ccc(Cl)cc2Cl)c1=O
  A = i	B = i	C = i	D = i	E = i	F = 9	G = i	H = i	I = i	J = -4	K = 0
Cc1noc(C)c1C(=O)N1CCN(Cc2ccccc2)CC1
  A = i	B = i	C = i	D = i	E = i	F = -6	G = i	H = i	I = i	J = -3	K = 8
CCOc1ccc(N2C(=O)CC(N(CCc3ccc(OC)c(OC)c3)C(=S)Nc3ccccc3)C2=O)cc1 (stereo not given)
  A = i	B = i	C = i	D = i	E = i	F = -4	G = i	H = i	I = i	J = -5	K = 7
O=C(Nc1cccc(Cl)c1)c1cc(F)cc2c1OCOC2
  A = i	B = i	C = i	D = i	E = i	F = /	G = i	H = i	I = i	J = -9	K = -23
CCN(CC)CCn1c2c(c(SCC(=O)Nc3cc(C)on3)nc1=O)CCCC2
  A = i	B = i	C = i	D = i	E = i	F = -5	G = i	H = i	I = i	J = -8	K = 0
Cn1ncc(Br)c1C(=O)OCC(=O)Nc1nc(-c2ccccc2)cs1
  A = i	B = i	C = i	D = i	E = i	F = 11	G = i	H = i	I = i	J = -3	K = 0
O=C(CN(Cc1ccco1)C(=O)c1cc(=O)[nH]c2ccccc12)Nc1ccccc1Br
  A = i	B = i	C = i	D = i	E = i	F = -1	G = i	H = i	I = i	J = -7	K = 1

Complete entries as entered above.
Listed for CC1CCc2[nH]c3ccc(C(=O)Nc4ccc(C(=O)N(C)C)cc4)cc3c2C1 (stereo not given) = TRPC4 block: i; KCNQ1 inh: i; KCNK3 block: i; TRPC4 agonist: i; TRPC4 potent: i; DYRK1A inh: -10; KCNK9 inh: i; PolyA inh: i; KCNQ1 pot: i; hERG protect: -7; Platelet DG rel: 1
Listed for COC(=O)c1c(N2C(=O)[C@H]3[C@@H](C2=O)[C@]2(C(=O)Nc4c(C)cccc42)N2CCC[C@@H]32)sc(C)c1C = TRPC4 block: i; KCNQ1 inh: i; KCNK3 block: i; TRPC4 agonist: i; TRPC4 potent: i; DYRK1A inh: 4; KCNK9 inh: i; PolyA inh: i; KCNQ1 pot: i; hERG protect: -8; Platelet DG rel: 6

Later entries:
Keys – A = TRPC4 block; B = KCNQ1 inh; C = KCNK3 block; D = TRPC4 agonist; E = TRPC4 potent; F = DYRK1A inh; G = KCNK9 inh; H = PolyA inh; I = KCNQ1 pot; J = hERG protect; K = Platelet DG rel
CCOC(=O)C1(Cc2ccccc2Cl)CCN(S(=O)(=O)N(C)C)CC1
  A = i	B = i	C = i	D = i	E = i	F = -1	G = i	H = i	I = i	J = -21	K = 1
CCN(CC)S(=O)(=O)c1ccc2[nH]cc(C(=O)NCCN3CCCCCC3)c(=O)c2c1
  A = i	B = i	C = i	D = i	E = i	F = 4	G = i	H = i	I = i	J = -13	K = 4
O=C(CCn1nc(-c2ccc(Cl)cc2)c2ccccc2c1=O)NCCN1CCOCC1
  A = i	B = i	C = i	D = i	E = i	F = 0	G = i	H = i	I = i	J = -20	K = 0
C/C(Cn1nnc2ccccc21)=N\OC(=O)c1cc(F)c(F)cc1Cl
  A = i	B = i	C = i	D = i	E = i	F = -2	G = i	H = i	I = i	J = -4	K = -4
CCN(C(=O)Cc1c(C(=O)O)n(C)c2ccccc12)c1cccc(C)c1
  A = i	B = i	C = i	D = i	E = i	F = 3	G = i	H = i	I = i	J = -3	K = -7
O=C(Nc1ccc(Oc2ncnc3cc(Cl)ccc23)nc1)c1ccc(F)cc1
  A = i	B = i	C = /	D = i	E = i	F = /	G = i	H = i	I = i	J = -6	K = 9
COc1ccc(-c2cc(C(=O)Nc3nc4c(C)cccc4s3)c3ccccc3n2)cc1OC
  A = i	B = i	C = i	D = i	E = i	F = -6	G = i	H = i	I = i	J = -9	K = -11
Cc1ccc2c(Cl)c(C(=O)Nc3cc(C)on3)sc2c1
  A = i	B = i	C = i	D = i	E = i	F = -1	G = i	H = i	I = i	J = 1	K = 1
O=C(CSc1nc2c(c(=O)[nH]1)CN(Cc1ccc(F)cc1)CC2)Nc1ccc(F)cc1
  A = i	B = i	C = i	D = i	E = i	F = -5	G = i	H = i	I = i	J = -14	K = 1
Nc1nc(CCl)nc(Nc2cccc3ccccc23)n1
  A = i	B = i	C = i	D = i	E = i	F = /	G = i	H = i	I = i	J = -13	K = -1
COc1ccc(-c2noc(-c3ccccc3F)n2)cc1
  A = i	B = i	C = i	D = i	E = i	F = 6	G = i	H = i	I = i	J = -6	K = 9
Cc1cccc(OCc2nnc(SCc3cc(=O)n4cc(Br)ccc4n3)o2)c1
  A = i	B = i	C = i	D = i	E = i	F = 8	G = i	H = i	I = i	J = -6	K = 2
CCN(CC)S(=O)(=O)c1cccc(NC(=O)c2ccc(C#N)cc2)c1
  A = i	B = i	C = i	D = i	E = i	F = -3	G = i	H = i	I = i	J = -11	K = -10
Cc1cc(-c2nnc(CCC(=O)N3CCN(Cc4cccnc4)CC3)o2)c(C)o1
  A = i	B = i	C = i	D = i	E = i	F = 3	G = i	H = i	I = i	J = -4	K = 4
COc1ccc(-c2csc(N3CCC(c4ccccc4)C3)n2)cc1 (stereo not given)
  A = i	B = i	C = i	D = i	E = i	F = 6	G = i	H = i	I = i	J = -19	K = -1
Cc1cc(NC(=O)c2ccc3nc(-c4ccccc4)c(-c4ccccc4)nc3c2)no1
  A = i	B = i	C = i	D = i	E = i	F = -2	G = i	H = i	I = i	J = -8	K = 0
COCCNC(=O)c1cccc2c1-c1ccccc1C2=O
  A = i	B = i	C = i	D = i	E = i	F = -5	G = i	H = i	I = i	J = -6	K = 11
Cc1nn(-c2ccc(C(=O)O)cc2)c2c1C(=O)CC(C)(C)C2
  A = i	B = i	C = i	D = i	E = i	F = 7	G = i	H = i	I = i	J = -11	K = -1

Source: PubChem BioAssay

An excerpt (hit frequency here may not be typical).
